West Nile antiviral – West Nile virus antiviral activity, cell-based, CPE readout (AID 1621). hit rate 0.02% among 290,000. West Nile virus-infected cells, CPE inhibition; higher % means a stronger effect. CPE inhibition, % at 10 µM; hits with a dose series show IC50 in µM; in the data active = a potency from the dose series; inconclusive = CPE inhibition mostly from about 3.7% at the one dose, without a potency; inactive = the rest, 99 in 100 with CPE inhibition below about 2.2%; note: strong numbers were not always called active
GPR55 beta-arrestin – GPR55 agonists via beta-arrestin recruitment, primary screen, imaging, U2OS cells, beta-arrestin-GFP redistribution (AID 1961). U2OS GPR55 beta-arrestin-GFP redistribution imaging; higher % means a stronger effect. one-dose activation, % at 10 µM; EC50 in µM for titrated hits. hit rate 0.048% among 290,000;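 active = activation above 40% with more than 50 cells counted in the well; inconclusive = wells holding fewer than 50 cells, flagged as toxic or sparse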;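 note: U2OS osteosarcoma cells stably expressing GPR55 and beta-arrestin-GFP; plate controls were DMSO negative control for no effect and LPI positive control for full effect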
Salmonella PhoP GFP – inhibitors of PhoP regulon expression, primary screen, Salmonella Typhimurium, GFP reporter (AID 1863) | S. Typhimurium PhoP-regulated promoter GFP reporter, 4 h; higher % means a stronger effect | inhibition, % at 50 µM, or IC50 in µM where a hit was titrated | hit rate 0.16% among 300,000;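 active = inhibition over 29.93%, a cutoff 3 SD above the screen mean, later confirmed by dose response; inconclusive = inhibition over 29.93% but no dose response follow-up; inactive = inhibition at most 29.93% or unconfirmed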;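 note: 0% = low Mg2+ inducing control and 100% = high Mg2+ repressing control; strong numbers were not always called active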
GPR35 arrestin U2OS – inhibition of zaprinast-stimulated GPR35 beta-arrestin translocation – imaging, U2OS, beta-arrestin-GFP, zaprinast agonist, primary screen (AID 2058); one-dose inhibition, % at 10 µM; IC50 in µM for titrated hits; hit rate 0.052% among 290,000; U2OS GPR35 beta-arrestin-GFP translocation imaging, zaprinast antagonism; higher % means a stronger effect;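 active = inhibition of at least 50% with at least 30 cells and total cytoplasm GFP at most 10,000,000; inconclusive = under 30 cells or total GFP of 10,000,000 plus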
GPR55 antagonists – GPR55 antagonists blocking LPI-driven arrestin recruitment, primary screen, imaging, U2OS, beta-arrestin-GFP, LPI agonist (AID 2013). U2OS GPR55 beta-arrestin-GFP translocation imaging, LPI antagonism; higher % means a stronger effect. inhibition, % at 10 µM; hits with a dose series show IC50 in µM. hit rate 0.13% among 290,000;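 active = spots per cell inhibited over 60%, with over 100 cells counted and total cytoplasm intensity under 500,000; inconclusive = wells with under 100 cells, flagged as likely toxic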;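 note: U2OS cells stably carrying GPR55 and arrestin-GFP stimulated by 5 µM LPI near EC80; imaged beta-arrestin-GFP aggregate spots per cell after agonist stimulation; plate controls were LPI-stimulated DMSO wells for no effect and DMSO wells without LPI for full effect; some results filed as inactive read as strong as hits; confirmed hits need IC50 under 10 µM and bright autofluorescent wells are also inconclusive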
KOR beta-arrestin-1 – kappa opioid receptor blockers – cell-based, luminescence, uHTS (AID 1778); KOR beta-arrestin recruitment, luminescence, antagonist mode; higher % means a stronger effect; hit rate 0.091% among 290,000; inhibition, % at 10 µM; hits with a dose series show IC50 in µM; in the data active = inhibition above about 50%; note: strong numbers were not always called active
KOR beta-arrestin-2 – KOR agonists, beta-arrestin recruitment, primary screen, cell-based, luminescence, uHTS (AID 1777) | KOR beta-arrestin recruitment, luminescence; higher % means a stronger effect | activation, % at 10 µM; hits with a dose series show EC50 in µM | hit rate 0.02% among 280,000; in the data active = activation above about 50%, passing the limit was not always enough; note: a part of the inactive calls stands beside numbers as strong as those of hits
T cell HTS – T cell immune modulators affecting CD8 T cell-vesicle binding; 2C CD8+ T cell-vesicle binding, flow cytometry; hits give low values; calls only at 7 µM; hit rate 0.068% among 330,000;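 active = response, share of CD8 T cells binding vesicles, and their 90th percentile fluorescence all below set limits, cut at about 80% in these data, passing the limit was not always enough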
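incubation = binding step 1.5 h, 37 °C, antibody labelling 20 min, ice | test system = 2C mouse CD8+ T cells | read-out basis = percent CD8+ FL2 mean versus row control | controls = Peptide-free naked vesicles (low) and QL9 vesicles with 0.7% DMSO vehicle (high) | detection = flow cytometry of vesicle-bound cells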
NTR1 agonist – agonists of NTR1, primary screen, imaging, U2OS cells, beta-arrestin-GFP, high content (AID 493036); P30989; NTR1-U2OS beta-arrestin-GFP spot imaging, agonist mode; activation, % at 20 µM; hit rate 0.17% among 330,000;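 active = activation at or above 40% of the spot to cytoplasm intensity ratio, with at least 20 cells analyzed; inconclusive = wells under 20 cells, flagged as cytotoxic or low count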;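 note: 0% = DMSO without peptide and 100% = 100 nM NTR1 peptide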
Target sequence (P30989 whole entry, looked up): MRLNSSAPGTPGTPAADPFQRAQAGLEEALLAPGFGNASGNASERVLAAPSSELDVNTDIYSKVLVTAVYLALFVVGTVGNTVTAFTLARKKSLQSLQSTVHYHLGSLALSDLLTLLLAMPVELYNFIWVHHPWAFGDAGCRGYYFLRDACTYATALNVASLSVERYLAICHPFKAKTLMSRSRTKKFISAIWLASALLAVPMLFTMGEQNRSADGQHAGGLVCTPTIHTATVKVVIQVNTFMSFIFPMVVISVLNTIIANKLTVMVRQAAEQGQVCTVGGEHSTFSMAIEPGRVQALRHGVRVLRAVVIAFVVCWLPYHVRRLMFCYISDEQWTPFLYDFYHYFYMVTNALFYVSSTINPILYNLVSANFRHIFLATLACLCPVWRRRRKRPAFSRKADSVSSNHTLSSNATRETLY
T cell HTS vesicle-bound % – recorded beside T cell HTS, whose call it bears; double positive events, %; measured here: CD8+ vesicle-bound cell fraction;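 binding gate set so that unloaded-vesicle control wells show 10% double positive cells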
NTR1 agonist cell count 20 µM – further read-out of NTR1 agonist, marked with its call; cell count; measured here: cell count, cytotoxicity flag
The depositor's hits bear a star; i = inactive; ? = inconclusive; nt = no result given; [ ] = dose if it differs, or a comment.

SMILES	West Nile antiviral	GPR55 beta-arrestin	Salmonella PhoP GFP	GPR35 arrestin U2OS	GPR55 antagonists	KOR beta-arrestin-1	KOR beta-arrestin-2	T cell HTS	T cell HTS vesicle-bound %	NTR1 agonist	NTR1 agonist cell count 20 µM
Cc1c(Cl)cccc1NC(=O)CC1Sc2ccccc2NC1=O (stereo unspecified)	-1.4%	0.0%	-6%	1%	2%	-14%	2.4%	i	14	0.4	111
CC1CCCCC1NC(=O)NC(=O)CCl (stereo unspecified)	0.4%	-0.2%	8%	-2%	15%	9%	-2.5%	i	50	1.5	91
CC(=O)Nc1ccc(NC(=O)CSCCc2ccccn2)cc1	0.3%	-0.1%	-1%	17%	1%	-23%	-0.2%	i	14	-0.8	50
N#Cc1c(N)n(CCOC(=O)c2cccc([N+](=O)[O-])c2)c2nc3ccccc3nc12	-0.3%	0.0%	-9%	-11%	31%	17%	-4.4%	i	50	4.4	62
Cn1c(N2CCCC2)nc2c1c(=O)n(Cc1ccc(F)cc1)c(=O)n2C	-0.4%	-0.1%	-7%	11%	6%	-16%	5.7%	i	55	3.8	85
Cn1c(SCC(=O)NCc2ccccc2)nc2c([nH]c3ccccc32)c1=O	-0.3%	0.2%	-8%	-20%	7%	35%	-5.4%	i	22	0.5	80
Cc1nc2c(C(=O)NCc3ccccc3)c[nH]n2c(=O)c1Cl	0.9%	0.3%	-7%	5%	29%	21%	2.4%	i	53	0.5	46
O=C(NNC(=S)Nc1ccc(Cl)cc1Cl)C1CC1	0.1%	-0.2%	-11%	2%	4%	29%	2.0%	i	43	-0.1	51
NC(N)=N/N=C/c1ccccc1Cl	-0.9%	0.8%	2%	-3%	-21%	-40%	8.9%	i	41	1.7	66
Nc1nc(-c2ccc3c(c2)OCCO3)cs1	0.5%	-0.2%	36%	-8%	-1%	-4%	5.0%	i	49	0.6	39
Cc1ccc2c(c1)N(Cc1ccncc1)C(=O)C(C)O2 (stereo unspecified)	-0.4%	0.2%	-3%	12%	0%	-38%	-2.4%	i	32	0.2	75
COc1ccc(-c2[nH]ncc2CN2CCCC(C(=O)c3cccc(OC)c3)C2)cc1 (stereo unspecified)	-0.5%	-0.1%	-3%	6%	10%	-23%[20 µM]	nt	i	63	0.9	59
Cn1cnnc1SCC(=O)Nc1ncc(C(F)(F)F)cc1Cl	-0.1%	0.2%	-5%	4%	-27%	-12%	2.9%	i	14	-0.3	58
COc1ccc(C)cc1NC(=O)CSc1ccc(-c2sc(C)nc2C)nn1	-0.1%	-0.2%	18%	18%	8%	-12%	-2.3%	i	32	1.0	53
O=C(N/N=C/c1cccc(OCc2ccccc2)c1)c1ccc(Br)cc1	-0.1%	?	0%	14%	-3%	-5%	5.4%	i	2	2.1	69
CCOC1(OCC)C(c2ccc(Cl)cc2)C(C#N)(C#N)C1(OCC)OCC (stereo unspecified)	nt	0.4%	5%	5%	5%	4%	1.5%	i	13	1.7	77
Cc1ccc(C)c(N(C)C(=O)c2cc3c(=O)[nH]c4ccc(C)cc4c3s2)c1	0.7%	-0.1%	7%	10%	-20%	-1%	14%	i	12	19	48
COc1ccccc1CNCC(=O)Nc1ccccc1-n1cccc1	-1.6%	-0.1%	8%	2%	6%	-21%	-3.7%	i	21	0.7	53
COc1ccccc1CNC(=O)c1sccc1-c1ccccc1	-0.6%	-0.3%	11%	10%	1%	-9%	0.1%	i	15	1.7	46
Cc1ccccc1OCC(=O)Nc1cnn(CCCC(=O)O)c1	0.6%	-0.1%	-1%	-1%	6%	-17%	-5.1%	i	44	0.0	38
O=C(COC(=O)c1cc[n+]([O-])cc1)Nc1ccccc1Cl	-0.5%	-0.1%	-2%	-6%	2%	-1%[20 µM]	-2.7%	i	38	1.7	104
CCS(=O)(=O)c1ccc2c(c1)NC(=O)C(CCO)O2 (stereo unspecified)	-0.2%	-0.2%	5%	-1%	5%	-24%	-0.1%	i	51	2.0	54
CCOC(=O)CSc1n[nH]c(-c2cccnc2)n1	nt	0.2%	9%	13%	21%	-11%	1.3%	i	29	-0.1	80
Cc1cc(C(=O)Nc2c(C)n(C)n(-c3ccccc3)c2=O)cs1	0.2%	-0.1%	-9%	22%	4%	13%	3.0%	i	61	1.8	78
CCOC(=O)N1CCN(C(=O)c2ccc3nc(-c4ccccc4)c(-c4ccccc4)nc3c2)CC1	0.1%	0.3%	-10%	-17%	4%	-37%	6.9%	i	27	1.8	59
(cont.)
SMILES	West Nile antiviral	GPR55 beta-arrestin	Salmonella PhoP GFP	GPR35 arrestin U2OS	GPR55 antagonists	KOR beta-arrestin-1	KOR beta-arrestin-2	T cell HTS	T cell HTS vesicle-bound %	NTR1 agonist	NTR1 agonist cell count 20 µM
CCCn1c(SCC(=O)NNC(=O)c2ccc(C)cc2)nnc1C(C)C	0.3%	-0.2%	6%	-9%	-2%	15%	-1.6%	i	16	-1.6	50
COc1cccc(C(C(=O)NC2CCCC2)N(C(=O)c2ccco2)c2ccccc2)c1OC (stereo unspecified)	-0.8%	0.3%	-1%	6%	10%	3%	-6.1%	i	26	0.5	52
COc1ccc(-n2c(C)cc(C(=O)CSc3nnc(-c4ccoc4C)n3C)c2C)cc1	-0.4%	-1.0%	0%	11%	-3%	29%	-0.8%	i	34	-1.9	85
CC(C)n1c(SCC(=O)Nc2ccccc2N2CCCCC2)nc2c1c(=O)n(C)c(=O)n2C	-0.5%	-0.2%	2%	17%	-14%	-4%	-3.3%	i	62	16	53
Cc1c(OCC(=O)NCCN2CCOCC2)ccc2c3c(c(=O)oc12)CCC3	-0.2%	-0.2%	-8%	1%	-1%	-37%	1.7%	i	32	-0.9	59
Cc1ccc(SC(=O)c2c([N+](=O)[O-])c(C)nn2C)cc1	-0.3%	0.2%	-2%	7%	4%	9%	-0.8%	i	27	-0.7	40
O=C(Nc1ccc(Cl)c([N+](=O)[O-])c1)c1ccco1	-0.9%	-0.1%	5%	9%	-4%	-17%	-1.3%	i	59	2.3	65
CCOc1ccc2nc(COC(=O)c3cccs3)c(C(=O)c3ccccc3)[n+]([O-])c2c1	-0.6%	0.4%	-3%	-4%	7%	-12%	-2.5%	i	39	4.0	46
COc1ccccc1CCNC(=O)CCn1c(=O)oc2ccccc21	-0.6%	-0.3%	5%	-3%	-4%	-21%	-3.9%	i	22	0.5	73
CC(C)(C)NCC(O)COCc1ccc(Cl)cc1 (stereo unspecified)	-0.1%	-0.1%	6%	-2%	16%	51%	-4.4%	i	56	0.0	54
Fc1ccccc1Cn1nnc2c(NCc3ccccn3)ncnc21	-0.1%	0.6%	-11%	-13%	23%	-50%	6.1%	i	42	-4.8	97
Oc1ccc(-c2csc(Nc3ccccn3)n2)c(O)c1	0.0%	-0.1%	-2%	-2%	10%	-117%[20 µM]	7.0%	i	66	12	67
O=C(CSc1ccc2c(c1)OCCO2)Nc1cccnc1	-0.3%	0.2%	-4%	-10%	4%	-19%	0.1%	i	46	0.4	41
CC(=O)OCC1OC(Nc2cccc(C)c2)C(OC(C)=O)C(OC(C)=O)C1OC(C)=O (stereo unspecified)	-0.6%	-0.4%	4%	0%	2%	10%	2.7%	i	7	3.7	40
O=S(=O)(c1ccccc1)c1nc(Nc2ccccc2N2CCOCC2)sc1Cl	0.1%	-0.1%	4%	-2%	13%	15%	-1.0%	i	42	4.9	51
CC(C)(C)OC(=O)NNC(=S)NCc1ccc(Cl)cc1	0.2%	-0.1%	4%	-8%	-4%	14%	-3.4%	i	35	-0.9	40
CCCCn1cc2c(c1-c1cccc(C)c1)c(=O)n(C)c(=O)n2C	-0.1%	-0.1%	-5%	3%	-13%	-34%	-1.0%	i	22	3.4	56
O=C(Nc1nnc(C2CCCO2)s1)c1ccc(Br)cc1 (stereo unspecified)	0.6%	0.2%	1%	11%	37%	1%	-2.9%	i	22	2.0	79
CCOC(=O)N1CCN(C(=O)CSc2nc3c(cnn3-c3ccc(C)cc3)c(=O)[nH]2)CC1	-0.1%	0.3%	-13%	-11%	11%	2%	-0.9%	i	24	0.8	93
Cc1cc(NC(=O)/C=C/c2ccccc2Cl)no1	-0.6%	-0.2%	-17%	0%	-5%	-14%	-2.1%	i	42	0.7	78
COc1ccccc1NC(=O)COC(=O)c1ccccc1C(=O)N1CCN(c2ccccc2)CC1	-0.5%	0.1%	-1%	2%	-1%	-2%	11%	i	34	2.1	49
O=C(Nc1ccc(N2CCOCC2)c(Cl)c1)c1ccco1	0.5%	-0.2%	11%	-4%	-13%	-19%	-3.0%	i	17	-0.3	50
CCCOc1c(OC)cccc1C1CC(=O)Nc2cc3c(cc21)OCCO3 (stereo unspecified)	-0.3%	0.5%	7%	13%	-33%	-12%	-3.5%	i	6	0.2	47
Cc1cc(OCC(=O)N[C@@H](CSCc2ccccc2)C(=O)O)c2c(C)c(C)c(=O)oc2c1	-0.2%	1.9%	nt	0%	-6%	-10%[20 µM]	0.4%	i	3	-0.8	92
CN(C)C(=O)c1ccccc1-c1ccccc1	0.2%	0.5%	7%	11%	6%	-12%	-2.4%	i	40	-1.8	69
Cc1ccnc(NC(=O)COC(=O)C2COc3ccccc3O2)n1 (stereo unspecified)	1.0%	0.6%	-9%	-2%	-9%	6%	0.7%	i	52	-1.8	71
Oc1cccc2ccc(/C=C/c3ccccc3Cl)nc12	2.8%	-0.3%	13%	-7%	-8%	24%	-4.6%	i	62	26	96
CCOC(=O)CSc1nnc(Cc2ccc(OC)cc2)n1-c1ccccc1	0.5%	-0.1%	-6%	-3%	-10%	-9%	5.6%	i	25	-0.8	80
CCCc1c(CC)c(=N)c2ccccc2n1C	?	-0.2%	8%	-11%	-1%	-9%	8.9%	i	8	0.7	56
CCc1ccccc1N1C(=O)C2CC(C)=C(C)CC2C1=O (stereo unspecified)	-0.1%	0.5%	-1%	-12%	24%	-11%	2.4%	i	49	-1.3	29

Some values from above:
Under NTR1 agonist, `O=C(CSc1ccc2c(c1)OCCO2)Nc1cccnc1` is entered as 0.4
Under KOR beta-arrestin-1, `Cc1cc(C(=O)Nc2c(C)n(C)n(-c3ccccc3)c2=O)cs1` is entered as 13%

Compound activity: PubChem BioAssay, several laboratories
